Abeta yeast res = qHTS for compounds that reverse cellular toxicity of Amyloid beta (A-beta) peptide in yeast: Primary Screen; yeast expressing A-beta42, growth rescue, OD600, 48 h; response scale: 0% DMSO, 100% iron-clioquinol control; Potency, µM (top dose mostly 46.1 µM), inactives show top-dose growth rescue, hits mostly activators; hit rate 0.063% among 410,000; AID 1347071, 2019; note: potency is the fitted concentration of half-maximal effect; nearly all actives have a fitted effect of over 55% in size
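Yeast growth medium received pinned compounds, then yeast cells expressing toxic A-beta were added; plates incubated at 30 C for 48 hr. Growth read as absorbance at 600 nm, normalized to DMSO and equimolar FeCl3 plus clioquinol controls.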
DRD3 antagonist = qHTS of D3 Dopamine Receptor Antagonist: qHTS. D(3) dopamine receptor (Homo sapiens), P35462. D3R cells, DiscoveRx beta-arrestin luminescence, antagonist mode; stronger effect = lower value. max response, negative = inhibition, %. hit rate 2.5% among 360,000; in the data active = max response below about -50%; inconclusive = no clear call, values can overlap the other calls; note: % is set by controls: 0 for no effect and ±100 for the full control effect; mostly tested at two doses, the higher about 12 µM
Target sequence (P35462 whole entry, looked up): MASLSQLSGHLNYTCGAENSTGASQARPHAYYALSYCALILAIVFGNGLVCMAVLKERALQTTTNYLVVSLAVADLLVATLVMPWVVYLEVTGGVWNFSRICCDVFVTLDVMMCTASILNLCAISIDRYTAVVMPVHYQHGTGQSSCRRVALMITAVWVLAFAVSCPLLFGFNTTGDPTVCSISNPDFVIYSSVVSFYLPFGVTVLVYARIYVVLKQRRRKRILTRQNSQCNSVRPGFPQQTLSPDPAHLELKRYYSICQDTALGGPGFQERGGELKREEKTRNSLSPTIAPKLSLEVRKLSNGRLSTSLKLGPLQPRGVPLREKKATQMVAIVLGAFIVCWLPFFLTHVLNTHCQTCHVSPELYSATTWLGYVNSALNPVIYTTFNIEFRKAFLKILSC
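Cells plated overnight at 1500 cells/well, then exposed to library compounds with dopamine controls for 90 minutes at 37 degrees C. DiscoveRx reagent added for 30–60 minutes at room temperature; luminescence read, quantitative HTS format.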
EPAC2 agonist = qHTS for Agonist of cAMP-regulated guanine nucleotide exchange factor 4 (EPAC2): primary screen. Rap guanine nucleotide exchange factor 4 (Homo sapiens), Q8WZA2. EPAC2 activation, biochemical qHTS; response scale: 100% = 6.5 mM cAMP response. Potency, µM (series often up to 154 µM), for inactives: at the top dose activation, most hits filed as activators. hit rate 0.079% among 360,000. AID 720711, 2013; note: potency is the fitted concentration of half-maximal effect; nearly all actives have a fitted effect of over 50% in size
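qHTS, titration series. 100 nM EPAC2 / 250 nM Rap1B-BODIPY-GDP / 50 uM GDP; RT; ex 480/em 540 nm, 5-min reads to 30 min. Norm. to 6.5 mM cAMP = activation.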
EPAC2 antag = qHTS for Antagonist of cAMP-regulated guanine nucleotide exchange factor 2 (EPAC2): primary screen | hit rate 0.18% among 360,000 | EPAC2 GEF exchange of Rap1B-BODIPY-GDP, fluorescence | AID 720708, 2013 | Potency, µM (series often up to 114 µM), inactives show at the top dose activity, negative = inhibition, hits mostly inhibitors | Rap guanine nucleotide exchange factor 4 (Homo sapiens), Q8WZA2; note: potency is the fitted concentration of half-maximal effect; % is set by controls: 0 for no effect and ±100 for the full control effect; nearly all actives have a fitted effect of over 45% in size; many of its hits are not listed in these tables
FUS yeast rescue = qHTS for Suppressors of FUS Proteinopathy: Primary screen using FUS-linked yeast assay; S. cerevisiae FUS-expressing, growth rescue, OD600, 24 h; Potency, µM (highest dose often 76.6 µM), without a hit: at the highest dose growth rescue (activation), usual class: activators; hit rate 0.24% among 390,000; AID 1347120, 2019;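 note: potency is the fitted concentration of half-maximal effect; plate controls were DMSO vehicle for no effect and reference control for full effect; nearly all actives have a fitted effect of over 55% in size; some results filed as inactive show a strong effect at the top dose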
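Read-out: OD at 600 nm after 24hr at 30C, reporting rescue of FUS-induced yeast toxicity. Cells at OD 0.005 in galactose (2%) minimal medium; compounds tested in a dilution series; CP55940 titration from 92uM final as control.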
D3 ag = qHTS of D3 Dopamine Receptor Agonist: qHTS; hit rate 0.58% among 410,000; D3R DiscoveRx beta-arrestin cells, luminescence, 90 min; AID 652048, 2013; max activation, %; D(3) dopamine receptor (Homo sapiens), P35462; in the data active = max activation above about 30%; note: 0% is about no effect; mostly tested at two doses, the higher about 12 µM
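Cells at 1500/well, incubated overnight, then treated with pinned compounds (dopamine as control) for 90 min at 37 degrees C. DiscoveRx reagent added for 30 - 60 minutes at room temperature; luminescence read.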
TDP-43 yeast inh = qHTS of TDP-43 Inhibitors; TDP-43 expressing yeast growth rescue, BacTiter-Glo, 24 h; Potency, µM (titrated, usually from 46.1 µM), inactives show at the highest dose growth rescue (activation), most hits filed as activators; hit rate 1.8% among 410,000; note: potency is the fitted concentration of half-maximal effect; % of control where 0% means no effect; nearly all actives have a fitted effect of over 50% in size
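Cell-based yeast growth screen: TDP-43 expression induced in galactose, inoculum OD600=0.02 after raffinose pregrowth to mid-log. Read-out BacTiter-Glo luminescence at 24 hr, 30 deg C; inhibition of toxicity seen as signal increase.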
aSyn rescue = qHTS of alpha-syn Inhibitors | Yeast expressing alpha-synuclein, growth rescue, BacTiter-Glo, 24 h | Potency, µM (highest dose often 46.1 µM), for inactives: at the top dose growth rescue (activation), actives largely listed as activators | hit rate 0.14% among 370,000 | AID 652106, 2013; note: potency is the fitted concentration of half-maximal effect; % of control where 0% means no effect; nearly all actives have a fitted effect of over 65% in size
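Galactose-induced alpha-syn yeast (OD600=0.02, raffinose-pregrown) + pinned cpd, 24 hr, 30 deg C; growth by BacTiter-Glo luminescence. Growth restoration scores as activation.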
Numbers without * were called inactive; ? = inconclusive; / = no result given; [ ] = dose if it differs, or a comment. Unless noted, calls come from the whole dose curve; as a rule, active = well fitted curve in the direction sought with a large enough effect; inconclusive = small, poorly fitted or top-dose-only effect, or another doubt; inactive = no such curve, though single readings can be large; an effect the other way counts as inactive or inconclusive.

SMILES	Abeta yeast res	DRD3 antagonist	EPAC2 agonist	EPAC2 antag	FUS yeast rescue	D3 ag	TDP-43 yeast inh	aSyn rescue
Cc1c(NC(=O)c2noc3c2CCc2ccccc2-3)c(=O)n(-c2ccccc2)n1C	4%	20	7%	16%	-24%	0	0%	-1%
COc1ccccc1C1C(C(N)=O)=C(C)Nc2nc(CCCO)nn21 (stereo not given)	-6%	11	6%	4%	7%	-4	-16%	-1%
CCOc1ccc(Sc2cc(C(=O)NC(C)c3ccccc3)c3ccccc3n2)cc1 (stereo not given)	7%	/	/	/	-3%	8	10%	/
O=C(Cn1cc(S(=O)(=O)Cc2cccc([N+](=O)[O-])c2)c2ccccc21)N1CCOCC1	-9%	20	1%	2%	-4%	1	-15%	1%
Cc1cccc2c(N=O)c(O)n(CCc3ccccc3)c12	2%	35	0%	-5%	3%	3	13%	1%
COc1ccc(N(CC(=O)NCCc2ccccc2)C(=O)c2csnn2)cc1	-20%	-6	4%	6%	-27%	0	-16%	3%
Cc1ccc(C)c(C(=O)N(C)CC(=O)Nc2ccccc2C(F)(F)F)c1	18%	11	1%	-6%	-3%	5	22%	5%
CN1CCN(C(=O)c2ccccc2NC(=O)c2ccccc2Br)CC1	6%	19	0%	19%	/	1	0%	2%
COC(=O)C1CCN(C(=O)c2c(-c3ccccc3Cl)noc2C)CC1	19%	-4	9%	-1%	-6%	-4	21%	6%
Cc1cccc(C)c1-n1nnnc1-c1nc2cc3ccccc3cc2[nH]c1=O	2%	0	0%	3%	39%	2	29%	4%
O=C(O)c1sccc1S(=O)(=O)N1CCOCC1	9%	13	3%	2%	0%	1	12%	1%
CC1(C)CC(NC(=O)c2c(N)no[n+]2[O-])CC(C)(C)N1	-8%	8	5%	2%	0%	1	16%[9.22 µM]	-1%
Cc1cccc(C(=O)Oc2ccc(/C=N/NC(=O)c3ccc(O)cc3)cc2)c1	6%	9	0%	-2%	8%	7	5%	1%
CCc1ccc(-n2c(SCc3nc(-c4cc(OC)ccc4OC)no3)nnc2-c2ccccc2)cc1	-5%	/	/	/	?	10	4%	/
C=CCN(C(=O)c1ccccc1)C1CCS(=O)(=O)C1 (stereo not given)	-2%	3	12%	3%	7%	-6	-20%	0%
Cc1coc2c(C)c3oc(=O)c(CCC(=O)NCCCn4ccnc4)c(C)c3cc12	-23%	-69*	3%	-8%	-22%	-48	-24%	5%
CC(C(=O)NCc1ccccn1)N1C(=O)c2ccccc2C1=O (stereo not given)	14%	16	8%	16%	8%	0	-3%	2%
CCCCOc1ccc(C(=O)NCCCC(=O)N2CCCCC2)cc1	-15%	-15	3%	-14%	15%	-12	-11%	-14%
CCc1n[nH]c2c1/C(=N\O)CC(C)(C)C2	11%	?	-7%	-1%	-29%	0	-3%	-1%
CCc1ccc(NC(=O)CC2C(=O)N(c3ccc(C)cc3)C(=O)N2C2CCCC2)cc1 (stereo not given)	17%	/	/	/	?	-14	-6%	/
CCCOc1ccc(N2CC(C(=O)Nc3ccccc3F)CC2=O)cc1 (stereo not given)	22%	14	4%	-1%	13%	0	27%	6%
Cc1csc(SCC(=O)c2cc(C)n(Cc3cccs3)c2C)n1	-4%	47	10%	-7%	27%	1	?	-8%
Cc1ccc(C(=O)c2c(NC(=O)c3ccccc3)sc(C)c2C)cc1	-23%	-17	5%	-1%	/	3	20%	-35%[inhibitor]
Cn1c(=O)n(C)c2cc(S(=O)(=O)Nc3cc(Cl)ccc3O)ccc21	-23%	4	10%	-24%	3%	20	-5%	-5%
CCC(C)(O)c1[nH]c2ccc(C#N)cc2c1C (stereo not given)	11%	14	0%	-11%	-13%	-2	?	14%

Further results:
SMILES	Abeta yeast res	DRD3 antagonist	EPAC2 agonist	EPAC2 antag	FUS yeast rescue	D3 ag	TDP-43 yeast inh	aSyn rescue
Cc1c(OCc2ccccc2)c(=O)ccn1Cc1ccc(Cl)cc1	-8%	-21	-2%	13%[57.1 µM]	9%	1	8%	3%
COc1ccccc1C(=O)COC(=O)Cc1n[nH]c(=O)c2ccccc12	-5%	20	1%	11%	6%	-5	6%	4%
O=C(N/N=C/c1cc([N+](=O)[O-])ccc1O)C(O)(c1ccccc1)c1ccccc1	-44%[inhibitor]	-55*	4%	0%	17%	-23	-4%	-19%
Cn1c(SCC(=O)Nc2nccs2)nnc1-c1ccccn1	6%	-6	6%	6%	-21%	9	-6%	1%
CC1C(=O)Nc2ccccc2N1C(=O)c1ccc(Cl)cc1 (stereo not given)	4%	26	8%	-10%	-6%	3	1%	-1%
O=C(O)C1OC(C(=O)O)C(C(=O)O)C1C(=O)O (stereo not given)	1%	7	-5%	-7%	/	4	7%	1%
COCCNC(=O)c1cc(Br)ccc1Cl	7%	-30	1%	11%	3%	1	13%	0%
COc1ccc(-c2cc(C(=O)NC(Cc3cc4ccccc4[nH]3)C(=O)O)c(C)o2)cc1OC (stereo not given)	-1%	4	-7%	-13%	?	36*	7%	6%
CCCOC(=O)CSC1=C(C#N)C(c2ccccc2Cl)CC(=O)N1 (stereo not given)	27%	25	10%	-25%	7%	2	?	2%
C[C@@H](NC(=O)c1nc[nH]c1C(=O)N[C@@H](CCCCNC(=O)OC(C)(C)C)C(=O)OC(C)(C)C)c1ccccc1	1%	64	-11%	0%	20µM*	4	0%	0%
O=C(NC1CCC1)C1CCC(=O)N(Cc2ccccc2F)C1 (stereo not given)	-5%	-2	4%	1%	-28%	4	7%	4%
COc1cccc(OC)c1OCCNC(C)(C)C	15%	5	-5%	-3%	6%	9	9%	1%
CCn1c(SCC(=O)NC(C)(C)C)nnc1-c1ccncc1	-7%	4	5%	0%	-27%	1	-13%	0%
CCc1nnc(NC(=O)CSc2nc3cccnc3n2C2CCCCC2)s1	11%	-17	-10%	-7%	29%	0	13%	6%
CN(C)CCN(C(=O)C1=COCCO1)c1nc2ccc(Cl)cc2s1	-13%	?	4%	1%	20%	-19	-17%	-1%
Cc1c(C)c2c(OCC(=O)Nc3cccnc3)cc3c(c2oc1=O)CCC(C)(C)O3	8%	42	-6%	8%	4%	28	0%	0%
Cc1c(C(=O)NNS(=O)(=O)c2ccccc2Cl)sc(=S)n1C	0%	21	8%	0%	15%	0	-3%	-2%
COC(=O)c1ccc(NC(=O)CCc2c(C)nc3ncnn3c2C)cc1	16%	15	6%	-14%	13%	2	-14%	4%
CC(C)CCn1c(=O)c2sccc2n2c(CCCC(=O)NCCc3ccccc3)nnc12	5%	/	/	/	16%	-9	12%	/
CC(C)(C)NC(=O)COC(=O)c1c2c(nc3ccccc13)CCC2	1%	44	4%	3%	26%	14	1%	1%
N#CCCN(Cc1cccnc1)S(=O)(=O)c1ccc2ccccc2c1	-14%	-10	5%	-2%	/	-2	16%	-7%
CCOc1ccc(NC(=O)C2CCCN2S(=O)(=O)c2ccc3c(c2)C(C)(C)C(=O)N3C)cc1 (stereo not given)	2%	14	4%	-11%	7%	4	0%	1%
COc1cc(NC(=O)CSc2nnnn2Cc2ccc3c(c2)OCO3)cc(OC)c1	1%	-18	-3%	-4%	33%	-4	-13%	-9%
C/C(=N/OC(=O)c1cccc(C(F)(F)F)c1)c1cnccn1	5%	-7	-1%	-5%	-18%	0	?	8%
CCOC(=O)C1(CCc2ccccc2)CCN(Cc2cccc3nccnc23)CC1	18%	?	6%	-7%	-17%	-17	0%	-4%

Carrying on.
SMILES	Abeta yeast res	DRD3 antagonist	EPAC2 agonist	EPAC2 antag	FUS yeast rescue	D3 ag	TDP-43 yeast inh	aSyn rescue
O=C(N/N=C/c1ccccc1O)C1CC(=O)N(c2ccc(Cl)cc2)C1 (stereo not given)	4%	-7	2%	-2%	41%	-9	-3%	-3%
Cc1cccc(-c2nc3scc(CCNS(=O)(=O)c4c(C)noc4C)n3n2)c1	-8%	/	/	/	20%	-8	8%	/
COc1ccc(CCNC(=O)c2cc([C@@H](NC(=O)OC(C)(C)C)C(C)C)sc2N)cc1OC	-3%	-11	-1%	-5%	?	-4	-9%	-3%
O=C(CCNC(=O)C1CCN(S(=O)(=O)c2ccc(F)cc2)CC1)Nc1ccccc1	6%	-5	2%	-2%	-3%	0	8%	-2%
COc1cccc(CNC(=O)c2ccc3c(c2)nc2n3CCCCC2)c1OC	4%	/	/	/	1%	-13	0%	/
CC(C)(C)c1ccc(-c2nnc(SCC(=O)NC3CCS(=O)(=O)C3)n2N)cc1 (stereo not given)	-5%	-17	14%	-7%	25%	-8	-13%	0%
CCc1ccc2ncc(S(=O)(=O)c3ccc(C)c(C)c3)c(N3CCCC3)c2c1	10%	-56*	3%	-4%	-1%	-2	-7%	-2%
CCN1CCN(CCCNC(=O)c2ccc3c(c2)N(Cc2ccc(C)cc2)CCS3)CC1	1%	0	3%	-2%	15%	-11	3%	0%
O=C(NC1CCCC1)C(c1cccnc1)N(C(=O)c1csnn1)C1CC1 (stereo not given)	9%	-16	-6%	7%	22%	16	-16%	-5%
O=C(Nc1ccc(F)c(Cl)c1)C1CCCCC1	-11%	-23	7%	2%	6%	2	18µM*	-3%
CC(NC(=O)CN(C)S(=O)(=O)c1ccc(F)cc1)C1CC2CCC1C2 (stereo not given)	-3%	?	11%	?	4%	2	?	9%
Cc1ccc(CNC(=O)CCC(=O)N2Cc3ccccc3Oc3ncccc32)cc1	-15%	/	/	/	-5%	-12	15%[9.22 µM]	/

Compound profiles, from the list above. Values in the order: Abeta yeast res	DRD3 antagonist	EPAC2 agonist	EPAC2 antag	FUS yeast rescue	D3 ag	TDP-43 yeast inh	aSyn rescue
Listed for COc1cccc(CNC(=O)c2ccc3c(c2)nc2n3CCCCC2)c1OC : 4%	/	/	/	1%	-13	0%	/
Listed for CC1(C)CC(NC(=O)c2c(N)no[n+]2[O-])CC(C)(C)N1 : -8%	8	5%	2%	0%	1	16%[9.22 µM]	-1%

Screens: PubChem, National Center for Advancing Translational Sciences (NCATS)

Not all compounds are listed; the hit share may differ from the screen's.
